Screening results deposited in PubChem by several laboratories.
MC4R ag barr – agonists of human melanocortin 4 receptor (MC4R) beta-arrestin; 360,000 compounds, 0.98% hits; U2OS MC4R beta-arrestin complementation, luminescence; percent of melanotan II response, DMSO zero; activation, % at 8.9 µM; P32245;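 active means activation above a per-plate cutoff, the mean activation of sample wells on that plate plus 3 SD, cut at about 8% in these data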
SRC3 inh – inhibits human SRC3 coactivator. inhibition, % at 3.6 µM. AID 588352. 360,000 compounds, 0.17% hits. HEK293 GAL4-SRC3 luciferase reporter, luminescence;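 active means inhibition above a per-campaign cutoff, the mean of all compounds plus 3 SD, cut at about 60% in these data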;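 further: 0% = DMSO-treated cells and 100% = gossypol-treated cells at 36 µM; higher means less SRC3-driven luciferase light from the GAL4 reporter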
TLR9-MyD88 block – inhibitors of human TLR9-MyD88 binding | Q9NR96+Q99836 | CHO BLA complementation TLR9-MyD88, CCF4 FRET ratio | inhibition, % at 4.98 µM | 340,000 compounds, 0.21% hits | AID 504734;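 active means inhibition above the mean over all tested compounds plus 3 SD, cut at about 21% in these data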;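 further: 0% = DMSO only wells and 100% = clavulanate BLA inhibitor control wells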
NR5A2 inv ag – inverse agonists of human LRH-1 (NR5A2); O00482; 360,000 compounds, 0.13% hits; AID 602396; inhibition, % at 3.6 µM; HEK293T StAR-luciferase reporter, LRH-1 transfected, 24 h;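 active means inhibition above the mean inhibition of all tested compounds plus 3 SD, cut at about 73% in these data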;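 further: 0% = DMSO wells and 100% = reporter-only cells lacking LRH-1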
MC4R antagonist – human MC4R antagonism in cAMP assay. MC4R-expressing cells, MTII-stimulated cAMP, LANCE TR-FRET. inhibition, % at 6.5 µM. 360,000 compounds, 0.48% hits;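 active means inhibition above its plate's cutoff, the mean of tested wells on that plate plus 3 SD, cut at about 29% in these data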;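 further: 0% = Melanotan II alone and 100% = Melanotan II plus saturating MCL0020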
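Test system: U2OS cells stably expressing human melanocortin 4 receptor (MC4R); also added: Melanotan II challenge; compound: 6.5 µM single dose; timing: 30-min compound preincubation, 1-h Melanotan II challenge, 1-h detection, room temperature; signal: Eu-cAMP/anti-cAMP TR-FRET, emission 671 nm; repeats: one well per compound, no replicates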
ABHD5-PLIN5 inh – inhibitors of human ABHD5-perilipin-5 interaction | inhibition, % at 4 µM | Split G. princeps luciferase complementation, luminescence, 4 h | 360,000 compounds, 0.78% hits | Q00G26+Q8WTS1;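 active means inhibition above the mean inhibition across every tested compound plus 3 SD, cut at about 22% in these data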;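 further: 0% = DMSO only wells and the 100% control is not disclosed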
NOD2 RIPK2 PPI – inhibitors of human NOD2-RIPK2 interaction | CHO BLA complementation NOD2-RIPK2, CCF4 ratio | inhibition, % at 4.98 µM | 360,000 compounds, 0.38% hits | O43353; in the data active means inhibition above about 21%;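 further: 0% = vehicle only and 100% = reference blocker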
EBV LMP1 NFkB – inhibitors of Epstein-Barr LMP1-induced NF-kappaB reporter | LMP1-induced NF-kappaB luciferase reporter cells, luminescence | inhibition, % at 12.5 µM | 350,000 compounds, 0.69% hits; in the data active means inhibition above about 41%;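 further: 0% = neutral control wells and 100% = reference inhibitor control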
NR2F2 inh – NR2F2 (human) inhibition, primary screen | P24468 | HEK293T NGFI-A luciferase reporter, luminescence | inhibition, % at 8.6 µM | 370,000 compounds, 0.7% hits;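 active means inhibition above a per-plate cutoff, mean inhibition of test wells between control levels plus 3 SD, cut at about 38% in these data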;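 further: cells cotransfected with COUP-TFII expression vector driving the NGFI-A reporter; 0% = median of COUP-TF2 test wells and 100% = reporter-only cells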
NCOA1 inh – inhibits human SRC1 coactivator; Q15788; HEK293 GAL4-SRC1 luciferase reporter, luminescence; inhibition, % at 3.6 µM; 360,000 compounds, 0.12% hits; AID 588354;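 active means inhibition above the campaign mean plus 3 SD, with each screening campaign given its own cutoff, cut at about 60% in these data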;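 further: 0% = DMSO treated cells and 100% = gossypol at 36 µM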
NCOA2 inhibitor – human SRC2 (NCOA2) inhibition; 370,000 compounds, 0.17% hits; inhibition, % at 9 µM; HEK293 GAL4-SRC2 luciferase reporter, luminescence; Q15596;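 active means inhibition above the mean inhibition of all tested compounds plus 3 SD, set per campaign, cut at about 52% in these data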;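 further: 0% = DMSO treated cells and 100% = cells given Gossypol at 36 µM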
Starred values were filed as active, the others as inactive; · = not tested or not shown. These rows are one share of the data; rates above refer to the full screens.

SMILES	MC4R ag barr	SRC3 inh	TLR9-MyD88 block	NR5A2 inv ag	MC4R antagonist	ABHD5-PLIN5 inh	NOD2 RIPK2 PPI	EBV LMP1 NFkB	NR2F2 inh	NCOA1 inh	NCOA2 inhibitor
CC(CN1CCOCC1)OC(=O)CCc1ccccc1 (stereo unspecified)	0.4	8	3	-6	-3	2	-1	-10	5	-38	16
COc1ccc(CC(N)c2csc(NC(=O)Nc3ccc(C(C)C)cc3)n2)cc1 (stereo unspecified)	4.0	-1	·	7	10	-16	3	·	16	-12	-7
O=C1C(=O)N(Cc2ccco2)C(c2cccc(Cl)c2)/C1=C(\O)c1ccc2c(c1)OCCO2 (stereo unspecified)	-1.6	11	7	-17	11	8	-3	6	4	3	-1
CC(=O)/C(=C/N(C)C)C(=O)Nc1ccc(Cl)cc1Cl	-0.2	9	-1	-4	-1	9	3	0	-13	-9	-7
Cc1ccc(C)c(C(=O)OCC(=O)N(C)c2ccccc2)c1	-0.5	5	2	2	-4	3	-4	-6	4	12	4
CCC1CCC2(CC1)NC(=O)N(CC(=O)c1c(C)[nH]c3ccccc13)C2=O (stereo unspecified)	0.6	8	1	-2	-2	6	10	-3	-2	-10	2
CCN(CC)c1ccc(-n2cc3c(=O)n(C)c(=O)n(C)c3c2)cc1	-1.7	6	0	-11	-10	3	-7	-18	-10	-7	-19
O=C(CSc1ccc(-c2ccccn2)nn1)NCc1ccc(Cl)cc1	1.8	14	7	-14	5	5	4	-10	1	18	-16
O=C(O)c1ccc(Cl)c(NC(=O)C2CCN(S(=O)(=O)c3cccs3)CC2)c1	1.7	0	-5	16	-4	-2	-5	9	-5	1	17
O=C(CCCCn1c(=O)[nH]c2ccsc2c1=O)NCc1ccc2c(c1)OCO2	-0.6	3	5	-1	11	-5	-3	4	11	9	16
CN1/C(=C\C(=O)COC(=O)C2COc3ccccc3O2)C(C)(C)c2ccccc21 (stereo unspecified)	0.2	-8	-4	3	-6	0	-1	9	·	-1	·
COc1ccc(C(C)(O)c2nc(-c3cccs3)cs2)cc1 (stereo unspecified)	-0.6	-15	·	15	-3	-1	-13	·	-2	-3	-22
CCS(=O)(=O)C1=NN2C(=N)/C(=C\c3ccc(OC(=O)c4ccco4)cc3)C(=O)N=C2S1	-0.7	23	2	11	-8	2	-8	11	20	-23	-5
CCOC(=O)N1CCN(C(c2ccc(Cl)cc2)c2sc3nc(C)nn3c2O)CC1 (stereo unspecified)	-0.1	4	5	14	4	-3	-6	2	-10	-26	-13
CC1CC(C)CN(S(=O)(=O)c2cc3c4c(c2)CCC(=O)N4CCC3)C1 (stereo unspecified)	-1.9	13	-12	-9	0	5	2	1	11	8	20
O=C(CCc1nc2ccccc2c(=O)[nH]1)Nc1nc(-c2cccs2)cs1	-1.5	-2	-9	-6	3	2	0	-19	-2	-25	-75
CC1(C)N=C(N)N=C(N)N1c1cccc(CN)c1	1.8	6	0	-5	-2	2	1	-5	5	-1	-16
Cc1ccc(NS(=O)(=O)c2c(C)[nH]c(C)c2C(=O)N2CCCC2)cc1	-0.3	-17	-10	0	0	-9	2	-2	-8	6	-12
CCS(=O)(=O)N1N=C(c2cccs2)CC1c1cc2cc(C)ccc2nc1Cl (stereo unspecified)	-0.7	-24	-4	-48	11	8	10	-7	-12	-13	-57
CCOc1ccccc1-n1c(=S)sc2c(=O)n(-c3ccccc3)c(=S)[nH]c21	-1.6	11	4	7	4	-11	-8	12	-17	-6	-3
CC(=O)Nc1c(OC(C)=O)ccc2c(C)cc(=O)oc12	0.4	-2	-11	-3	3	-3	9	4	-13	0	-15
COCCCn1c(=O)c2sccc2n2c(CCCC(=O)NCc3cccc(OC)c3)nnc12	0.1	6	-3	-1	0	3	-5	4	-7	-37	-13
O=C(O)C1CCCN(S(=O)(=O)c2ccc(Br)s2)C1 (stereo unspecified)	0.5	13	-10	-9	5	1	-16	-3	21	-1	2
COc1ccc(CCNS(=O)(=O)c2cn(C)c(=O)n(C)c2=O)cc1OC	-0.1	6	0	-3	8	9	-8	-1	-57	-10	-15
COc1cccc(-c2nc3sc4c(c3c(=O)[nH]2)CCCCC4)c1	-2.7	-26	1	-22	11	4	-10	-9	-9	-42	-20

Molecules shown so far with a carbonyl joined to an NH by a bond outside any ring:
SMILES	MC4R ag barr	SRC3 inh	TLR9-MyD88 block	NR5A2 inv ag	MC4R antagonist	ABHD5-PLIN5 inh	NOD2 RIPK2 PPI	EBV LMP1 NFkB	NR2F2 inh	NCOA1 inh	NCOA2 inhibitor
COc1ccc(CC(N)c2csc(NC(=O)Nc3ccc(C(C)C)cc3)n2)cc1 (stereo unspecified)	4.0	-1	·	7	10	-16	3	·	16	-12	-7
CC(=O)/C(=C/N(C)C)C(=O)Nc1ccc(Cl)cc1Cl	-0.2	9	-1	-4	-1	9	3	0	-13	-9	-7
O=C(CSc1ccc(-c2ccccn2)nn1)NCc1ccc(Cl)cc1	1.8	14	7	-14	5	5	4	-10	1	18	-16
O=C(O)c1ccc(Cl)c(NC(=O)C2CCN(S(=O)(=O)c3cccs3)CC2)c1	1.7	0	-5	16	-4	-2	-5	9	-5	1	17
O=C(CCCCn1c(=O)[nH]c2ccsc2c1=O)NCc1ccc2c(c1)OCO2	-0.6	3	5	-1	11	-5	-3	4	11	9	16
O=C(CCc1nc2ccccc2c(=O)[nH]1)Nc1nc(-c2cccs2)cs1	-1.5	-2	-9	-6	3	2	0	-19	-2	-25	-75
CC(=O)Nc1c(OC(C)=O)ccc2c(C)cc(=O)oc12	0.4	-2	-11	-3	3	-3	9	4	-13	0	-15
COCCCn1c(=O)c2sccc2n2c(CCCC(=O)NCc3cccc(OC)c3)nnc12	0.1	6	-3	-1	0	3	-5	4	-7	-37	-13

Carrying on.
SMILES	MC4R ag barr	SRC3 inh	TLR9-MyD88 block	NR5A2 inv ag	MC4R antagonist	ABHD5-PLIN5 inh	NOD2 RIPK2 PPI	EBV LMP1 NFkB	NR2F2 inh	NCOA1 inh	NCOA2 inhibitor
COc1ccc(CNC(=O)[C@H](NC(=O)C2CCN(C(=O)[C@@H](N)CCSC)CC2)C(C)C)cc1	-1.8	11	-3	-9	8	-1	-1	-10	-13	-18	5
C=CCn1c(-c2cccnc2Cl)nc2cc(Cl)c(Cl)cc21	-0.4	-7	-6	-19	-2	-3	0	-26	0	-12	6
CC(C)(C)c1ccc(S(=O)(=O)NC(=O)C2(C)CCN2C(=O)Cc2ccc(Cl)cc2Cl)cc1 (stereo unspecified)	-0.4	-5	·	8	-3	5	-2	·	-2	3	-18
CC(C)c1cc(N2CCC(=O)NC2=O)cc(C(=O)O)c1O	-2.4	18	-1	2	0	-2	-3	-6	0	-18	13
Cc1nnc(N2C(=O)C(O)=C(C(=O)c3ccco3)C2c2cccc([N+](=O)[O-])c2)s1 (stereo unspecified)	1.5	-33	-6	3	13	10	1	1	2	-12	-5
COc1ccc(N(CC(=O)Nc2cccc(C(F)(F)F)c2)S(=O)(=O)c2c(C)[nH]c(=O)[nH]c2=O)cc1	-3.2	3	3	-7	1	0	-1	-4	8	-2	-9
CCOC(=O)c1sc(=NC(=O)COc2ccc(Cl)cc2)n(C)c1C	2.4	4	-8	-1	21	3	-3	8	-8	-34	-12
COc1ccc(-c2nc(CN3CCC(C(=O)NCC4CCCO4)CC3)c(C)o2)cc1OC (stereo unspecified)	0.0	-4	-4	12	1	3	-4	-2	0	1	-7
COc1ccc([N+](=O)[O-])cc1NC(=O)COC(C)=O	-2.8	11	-14	-7	10	-1	0	-3	-4	2	15
Nn1c(SCC(=O)N2CCOCC2)nnc1-c1ccc(Cl)cc1Cl	-1.0	13	-4	-1	-3	-5	-11	-4	-9	-13	-36
Cc1nn(CC(=O)NCCN2CCCCC2C)c(=O)c2cc(-c3ccccc3)nn12 (stereo unspecified)	-0.6	7	13	-14	6	0	-6	-8	-4	2	-9
CCC(=O)Nc1ccc(Nc2nc(C)c([N+](=O)[O-])c(Nc3ccc(NC(=O)CC)cc3)n2)cc1	-3.0	28	-14	10	13	2	3	4	-25	-11	5
COc1ccc(N/C=C/C(=O)C(C)(C)C)cc1	-3.4	18	-5	-7	1	-3	1	-4	-5	-45	9
CCCCN(c1ccccc1)S(=O)(=O)N(C)C	3.3	21	·	32	-4	7	-10	1	-26	-23	-35
CC(CN(C)Cc1ccccc1)OC(=O)c1cccc(F)c1 (stereo unspecified)	0.5	-5	-5	-19	2	4	-9	3	-2	-14	4
O=C(/C(C=Nc1cc2c(oc1=O)CCCC2=O)=C(\O)c1ccccc1)c1ccccc1	-2.0	-48	8	-39	5	3	1	-9	-21	-57	-33
CNC(=S)NNc1ccccc1[N+](=O)[O-]	-2.4	-2	0	-2	6	-4	-4	-4	9	-14	0
COc1ccc(Cc2nnc(SCC(=O)Nc3ccc(C)cc3C)[nH]c2=O)cc1	-0.6	0	3	2	0	-4	-1	3	-10	19	-21
COc1ccc(-c2nc3c(Cl)cc(C(F)(F)F)cn3c2Cc2ccccc2C(F)(F)F)cc1OC	·	·	·	4	·	-1	-3	·	-7	·	-20
CCOC(=O)C1CCN(CCC(=O)Nc2cccc(Cl)c2C)CC1	1.4	14	1	12	-6	-2	-9	1	-13	-7	16
COc1cc(C(=O)O)ccc1Cl	-1.2	-2	-10	-4	0	-2	-18	-1	8	-11	0
C[C@@H]1CN([C@H](C)CO)S(=O)(=O)c2ccc(C#Cc3ccccc3F)cc2O[C@@H]1CN(C)C(=O)Cc1ccccc1	-0.9	-3	-17	14	18	4	-3	-3	-16	13	-10
Cc1ccc(C)c(OCCn2nnc3ccccc32)c1	-1.3	-35	6	-57	0	-9	3	-16	-3	-23	-18
